SSB-PriA inh = K. pneumoniae PriA-SSBct interaction inhibition. AlphaScreen SSBct-PriA binding, biotinylated peptide. inhibition, % at 33 µM. 430,000 compounds, 0.6% hits; in the data active = inhibition mostly above about 37%, no sharp cut-off; inactive = mostly below about 20%;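 note: plate controls were negative control peptide for no effect and reference peptide for full effect; strong numbers were not always called active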
Numbers without * were called inactive; i = inactive; & = joins results of further samples.

SMILES	SSB-PriA inh
CC(C)CCn1c(=O)[nH]c2cc(-c3nc(-c4ccc5c(c4)OCO5)no3)ccc2c1=O	-3.0
COc1ccc(C(=O)NC(Nc2c(C)n(C)n(-c3ccccc3)c2=O)C(Cl)(Cl)Cl)cc1 (stereo not drawn)	7.0
CCOc1ccccc1N/N=C(/C#N)c1nc(-c2cccc([N+](=O)[O-])c2)cs1	2.0
CCCCc1ccc2c(c1)sc(=NC(=O)c1ccn(C)n1)n2CC(=O)OC	10.0
Cc1cc(Sc2nnc(N=CN(C)C)s2)c2ccccc2n1	0.9
COc1ccc(C=NNC(=O)c2cc(-c3ccc(C)cc3C)nc3ccccc23)cc1COC(C)=O	14.5
COC(=O)N1CCC(CNC(=O)c2ccc(Br)o2)CC1	-23.0
COc1ccc(C(=O)C(C)OC(=O)c2cc(=O)[nH]c3ccccc23)cc1 (stereo not drawn)	-2.0
Cc1c(NC(=O)Cc2csc(NC(=O)Nc3cccc(Cl)c3)n2)c(=O)n(-c2ccccc2)n1C	-4.0&1.0
O=C(/C=C\c1ccc2c(c1)OCO2)OCc1cc(-c2cccs2)on1	-3.0
Cc1nc(C(=O)Nc2ccc(S(N)(=O)=O)cc2)cc(-n2cccn2)n1	12.0
COc1cc(OC)cc(-c2noc(-c3sccc3S(=O)(=O)N(C)c3cc(C)cc(C)c3)n2)c1	-4.0
O=C(COc1ccc(Cl)cc1Cl)Nc1nc2ccc(S(=O)(=O)N3CCCC3)cc2s1	-11.0
COC(=O)c1ccc(NC(=O)Cn2ncn3nc(-c4ccc(F)cc4)cc3c2=O)cc1	2.0
C=CCc1cc(C)ccc1OCC(O)Cn1cnc2ccccc21 (stereo not drawn)	7.0
Cc1nc2cc(NC(=O)C3CCN(S(=O)(=O)c4ccc(F)cc4)CC3)ccc2s1	-13.0
Cc1[nH]n(-c2ccccc2)c(=O)c1C=Nn1c(C)nc2ccccc2c1=O	10.8
Brc1c(CSc2nnc(-c3ccccc3)o2)nc2ccccn12	-14.0
COc1ccc(NC(=O)CCN)cc1	3.0
CC(C(=O)NC1=NN(c2ccccc2)C(=O)C1)N1C(=O)c2ccccc2S1(=O)=O (stereo not drawn)	13.0
O=C(Cc1ccccc1Cl)NCCCn1ncccc1=O	-21.0
CCOc1cc(-c2nnc(NC(=O)c3ccccc3Br)o2)cc(OCC)c1OCC	-14.0
O=C(CSc1nnc(Cc2cc(=O)[nH]c(=O)[nH]2)n1-c1ccc(Cl)cc1)NC[C@H]1CCCO1	-8.0
CCOc1cc(/C=N/N=C2NC(=O)C(CC(=O)O)S2)ccc1OCc1ccc(Cl)cc1Cl (stereo not drawn)	i
CCOC(=O)c1c(NC(=O)c2ccc(S(=O)(=O)N(C)c3ccccc3)cc2)sc(C)c1C	2.0

The last six records of the section above come first, to join the parts.
SMILES	SSB-PriA inh
CC(C(=O)NC1=NN(c2ccccc2)C(=O)C1)N1C(=O)c2ccccc2S1(=O)=O (stereo not drawn)	13.0
O=C(Cc1ccccc1Cl)NCCCn1ncccc1=O	-21.0
CCOc1cc(-c2nnc(NC(=O)c3ccccc3Br)o2)cc(OCC)c1OCC	-14.0
O=C(CSc1nnc(Cc2cc(=O)[nH]c(=O)[nH]2)n1-c1ccc(Cl)cc1)NC[C@H]1CCCO1	-8.0
CCOc1cc(/C=N/N=C2NC(=O)C(CC(=O)O)S2)ccc1OCc1ccc(Cl)cc1Cl (stereo not drawn)	i
CCOC(=O)c1c(NC(=O)c2ccc(S(=O)(=O)N(C)c3ccccc3)cc2)sc(C)c1C	2.0
Cc1csc(SCc2cc(=O)c(OC(=O)c3cc4ccccc4oc3=O)co2)n1	9.0
COCC(=O)Nc1ccc2c(c1)CC(=O)N2	-11.0&12.0
CSc1nn(CC(=O)Nc2cccc(C)c2C)c(N)c1S(C)(=O)=O	1.0
FC(F)(F)c1cccc(-n2c(-c3ccccc3)c[nH]c2=S)c1	20.0
COc1cccc(N2CCN(C(=O)c3ccc4c(=O)nc5c(-c6ccccc6)n[nH]n5c4c3)CC2)c1	-1.0
Cc1cccc(-n2ccnc2SCC(=O)NC2CCCCC2)c1	14.0
N#C/C(=C/c1ccc(-c2ccc(Cl)cc2[N+](=O)[O-])o1)C(=O)Nc1ccccc1I	-7.0
CN1/C(=C/C=Nn2cnnc2)C(C)(C)c2ccccc21	-5.5
Cc1nc(C)c(C(=O)N2CC(Oc3nccs3)C2)s1	-6.0
COCCCN1C(=O)C(=O)C(=C(O)c2ccc(S(=O)(=O)N3CCOCC3)cc2)C1c1ccc(C)cc1 (stereo not drawn)	-6.8
O=C(Cc1ccccc1Cl)N1CCC(n2ccnn2)CC1	-10.0
O=C(NCc1nc(-c2ccccc2)no1)c1csc(Nc2ccccc2)n1	2.0
Cc1ccc(N(C(=O)c2ccc(Cl)c([N+](=O)[O-])c2)C2C=CS(=O)(=O)C2)cc1 (stereo not drawn)	-8.0
CC(=NN1CCN(Cc2ccccc2Cl)CC1)c1ccc([N+](=O)[O-])cc1	38.5*
COc1ccc(CCNc2nc(C(F)(F)F)nc3c(C)cc(C)cc23)cc1OC	-2.0
CCOc1ccccc1-c1noc(Cn2cnc3c(cnn3-c3ccc(C)c(Cl)c3)c2=O)n1	-4.0
CCc1ccc(NC(=O)CSC2=NC3C(=O)N(C)C(=O)N(C)C3N2C)cc1 (stereo not drawn)	4.0
c1csc(CN2CC(c3nc(-c4cnccn4)no3)C2)c1	-4.0
Cc1ccccc1-c1nc2scc(CCNC(=O)c3cccc([N+](=O)[O-])c3)n2n1	10.0
O=C(Cc1ccccc1)ON=C1CCCc2ccccc21	-1.9
CC(=O)c1ccc(C(=O)Nc2nc(-c3ccc4ccccc4c3)cs2)cc1	4.0
Cc1nc(-c2cccnc2)sc1C(=O)O	-13.0
CCOc1cc(S(=O)(=O)NCc2ccco2)c(OCC)cc1C	12.0
CS(=O)(=O)N1CCC(C(=O)N(Cc2cnc3ccccn23)C2CC2)CC1	1.0
CCOC(=O)N1CCN(C(=O)Cn2c(-c3ccccn3)nc3ccccc32)CC1	-10.0
SMILES	SSB-PriA inh
CNC(=O)C(=O)NCC(O)c1ccc(C(F)(F)F)cc1 (stereo not drawn)	6.0
O=S(=O)(Cc1ccc(C(F)(F)F)cc1)NCC1CCN(Cc2ccsc2)CC1	-11.0
CC(C)c1ccc(NC(=O)CSc2cnc3cc(S(=O)(=O)N4CCCCC4)ccc3n2)cc1	-19.0
CCCSc1nnc(C)c(=O)[nH]1	-10.0
Cc1cc(C)cc(N2N=NC3C(=O)N(c4ccc5c(c4)CCC5)C(=O)C32)c1 (stereo not drawn)	-6.0&0.0
Cc1ccccc1-c1noc(CSc2nc3ccsc3c(=O)[nH]2)n1	2.0
O=C(Nn1cnc2c(cnn2-c2cccc(Cl)c2)c1=O)c1ccccc1C(F)(F)F	-12.0
Cc1cc(Cl)ccc1NC(=O)CSc1cccc2cccnc12	46.5
N#Cc1ccc(OC2CCN(C(=O)Nc3ccc(C(F)(F)F)cc3)CC2)nc1	2.0
N#CC(=C(O)c1cc(Cl)ccc1Cl)c1nc2ccccc2s1	-8.0
CCOC(=O)c1cccc(NC(=O)Cn2c(C)cc(C)c(S(=O)(=O)c3ccc(Br)cc3)c2=O)c1	2.0
CCOC(=O)COc1ccc(Br)cc1/C=C1\SC(=N)NC1=O	-3.5
CCOC(=O)c1cnn2c1OCCC2	-12.0
Cc1ccccc1OCC(=O)NCC#CCOc1ccc2c(c1)OCO2	1.0
S=c1nc[nH][nH]1	7.0
Cc1ccc(NC(=O)/C(=C/c2ccc(N(C)C)cc2)NC(=O)c2ccccc2F)cc1Cl	23.0
CCOc1ccc(C(=O)Nc2c(N)nc(SCc3ccc(Cl)cc3Cl)[nH]c2=O)cc1	9.0
COC(=O)c1ccc(Cn2c(=O)n(Cc3ccccc3)c(=O)c3ncccc32)o1	4.0
COc1ccc(CNC(=O)N2CCSC(c3ccccc3C)CC2)cc1OC (stereo not drawn)	8.0
O=C(NCCOc1ccccc1)NCC1CCN(c2ncccn2)CC1	-18.0
COc1cn(CC(=O)NCc2ccc3c(c2)OCO3)c(CSc2nnnn2C)cc1=O	-13.0
COc1cc(CSCc2csc(NC(=O)COc3ccc(F)cc3)n2)cc(OC)c1	0.0
CCC(=NNC(=O)C1CCCC1)c1cccc(Br)c1	-10.0
COc1ccc(C(=O)NCc2nnc(SCC(=O)N3CCCc4ccccc43)n2C2CCCCC2)cc1	0.0
O=C(NCC#CCN1CCOCC1)c1ccc(Br)cc1	-7.0
SMILES	SSB-PriA inh
CCOc1ccc(-c2csc(-n3nc(C)cc3NC(=O)c3ccc(Br)o3)n2)cc1	-1.0
O=C(Nc1nc(CC(=O)N2CCN(c3ccccc3Cl)CC2)cs1)c1ccco1	-13.0
Cc1cnc(C(=O)N2CC(S(=O)(=O)c3ccc(F)cc3)C2)cn1	-7.0
O=C(CNC(=O)c1ccccc1F)NN=Cc1cc(Br)ccc1OC(=O)/C=C/c1ccco1	-8.7
CCNC(=S)NN=Cc1cccc(OCc2c(F)cccc2Cl)c1	0.5
CCOC(=O)c1c(NC(=O)C2CC(=O)OC23CCCCC3)sc2c1CC(C)(C)OC2 (stereo not drawn)	-4.0
COc1cc(S(=O)(=O)N2CCN(c3ccc(F)cc3)CC2)c(C)cc1Br	8.0
Cc1ccc(-n2c(C)cc(C=NNC(=O)c3ccc(CN4CCOCC4)cc3)c2C)cc1	17.1
O=S(=O)(Cc1cc(F)ccc1F)Nc1ccccc1-c1cn2ccsc2n1	-14.0
Cc1cccc(S(=O)(=O)NCc2ccc3c(c2)OCO3)c1	-5.0
O=C1c2cccc3cccc(c23)C(=O)N1CCCN1CCN(c2cccc(Cl)c2)CC1	-3.0&-2.0
Cc1oc(N=Cc2ccc3c(c2)OCO3)c(C#N)c1C	-10.0
O=S(=O)(Nc1ccc2c(c1)OCCO2)c1c(Cl)cccc1Cl	-1.0
O=C(NCCc1ccccc1)C(=O)NCC1CCN(Cc2cccs2)CC1	0.0
CC(=O)c1sc(=S)n(-c2ccc(N(C)C)cc2)c1C	2.0
COc1cccc(-c2noc(CN3C(=O)COc4ccc(C)cc43)n2)c1OC	-16.0
O=C(Cc1csc(NC(=O)c2ccc(=O)[nH]c2)n1)NCCc1ccc(Cl)cc1	6.0
CCOC(=O)CNC(=O)CSC1=NS(=O)(=O)c2ccccc2N1	-29.0
Cc1cccc(-c2nc(CCNS(=O)(=O)c3c(C)noc3C)cs2)c1	-5.0
O=C(NCCCc1ccccc1)Nc1cnc2ccnn2c1	-1.0
COCCCNC(=O)c1cc(-c2ccco2)nc2c1c(C)nn2C1CCS(=O)(=O)C1 (stereo not drawn)	5.0
O=C1CCCC(=O)N1CCS(=O)(=O)N1CCN(c2ncccn2)CC1	-21.0
CCOc1cc(C=NNC(=O)c2cc(C)n(-c3ccc(F)cc3)c2C)ccc1O	-6.0
Cc1ccc2cccc(OS(=O)(=O)c3cc(Br)ccc3Br)c2n1	-8.0
COc1ccccc1-c1cc(C(=O)NCC2CCCN(c3nccs3)C2)[nH]n1 (stereo not drawn)	12.0

Structural class, those above with a cyano group
SMILES	SSB-PriA inh
CCOc1ccccc1N/N=C(/C#N)c1nc(-c2cccc([N+](=O)[O-])c2)cs1	2.0
N#C/C(=C/c1ccc(-c2ccc(Cl)cc2[N+](=O)[O-])o1)C(=O)Nc1ccccc1I	-7.0
N#Cc1ccc(OC2CCN(C(=O)Nc3ccc(C(F)(F)F)cc3)CC2)nc1	2.0
N#CC(=C(O)c1cc(Cl)ccc1Cl)c1nc2ccccc2s1	-8.0
Cc1oc(N=Cc2ccc3c(c2)OCO3)c(C#N)c1C	-10.0

Other records
SMILES	SSB-PriA inh
O=C(NCc1nn(C2CCCC2)c(=O)c2ccccc12)c1ccsc1	-8.0
COCCN1CCC(CNC(=O)C(=O)NCc2ccc(F)cc2)CC1	-6.0
Cn1ccnc1SCC1CCN(C(=O)C2(c3cccs3)CCCC2)CC1	-2.0
O=C(c1ccccc1)c1sc(NC(=O)c2sc3ccccc3c2Cl)nc1-c1ccccc1	-1.0
COc1ccc(CCC(=O)Nc2cc(-n3cccn3)ncn2)cc1	-10.0
COC(=O)c1scc(-c2ccc(C)cc2)c1S(=O)(=O)Nc1ccc(F)c(Cl)c1	-13.0
O=[N+]([O-])c1cccc(C=Nn2cnnc2)c1O	-7.5
O=c1nc2cccc3c2=c(c1=C(O)c1ccccc1)c1ccccc1c3=O	7.7
CCCCc1ccc(NC(=O)Cn2nc(C3CCCN(S(C)(=O)=O)C3)n(C)c2=O)cc1 (stereo not drawn)	2.0
CCOc1ccc(C=NNC(=O)c2cc(-c3ccco3)nc3ccccc23)cc1	4.3
COc1cc(NC(=O)CCc2csc(NC(=O)NC3CCCCC3)n2)cc(OC)c1OC	2.0
CCOc1ccc(CC(=O)N2CCN=C2SCc2ccccc2F)cc1	-19.0
NCCn1ncc2c(=O)n(Cc3ccc(Cl)cc3)cnc21	-1.0
COc1ccc(NC(C)=O)cc1NC(=O)c1ccc(=O)n(Cc2ccc(F)cc2)n1	-5.0
Cc1ccc2cc(C=NNC(=O)CN3CCCCC3)c(Cl)nc2c1	-9.6
O=C(c1ccc(Br)o1)N1CCC2(CC1)OCCN2S(=O)(=O)c1cccs1	-25.0&-6.0
CC(O)(CNC(=O)c1ccno1)c1ccc2c(c1)OCO2 (stereo not drawn)	-12.0
CN(C)C=Nc1ncnc2c1cnn2-c1ccccc1	-15.0
O=C(CSCC(=O)Nc1nc2ccccc2s1)Nc1nc(-c2cccs2)cs1	-6.0
O=[N+]([O-])c1cc(Cl)cc(C=NNC(=S)Nc2ccc(S(=O)(=O)N3CCOCC3)cc2)c1O	67.1*
Cc1ccccc1NC(=O)N1CCC[C@H](c2nn(C)c(=O)n2-c2ccccc2)C1	-9.0
CCCCn1c(N)cc(=O)[nH]c1=O	12.0
CCOC(=O)c1c(-c2ccccc2)oc2ccc(O[C@@H](C)C(=O)OCC)cc12	-18.0
O=C(NN=Cc1ccccc1[N+](=O)[O-])c1ccc(COc2ccccc2-c2ccccc2)cc1	2.5
O=C(c1cc(=O)[nH]cn1)N1CCc2ccccc2C1	-4.0
SMILES	SSB-PriA inh
O=C(CSc1ccc(-c2cccnc2)nn1)NCC1CCCO1 (stereo not drawn)	-18.0
Cc1ccc(Cn2ncc3c(NCc4cccnc4)ncnc32)cc1	-12.0
O=[N+]([O-])c1ccccc1CSc1nnc2sc3ccccc3n12	-3.0
CC(=O)N1CCN(CC(N)=S)CC1	15.0
Cc1cc(C)n2cc(CSc3nc(-c4ccccc4)cc(C(F)(F)F)n3)nc2n1	-4.0
COc1cc(C=NNC(=O)c2ccncc2)ccc1Oc1ccc([N+](=O)[O-])cn1	0.6

Only part of the results is shown; count on the stated rates, not on these rows.
